# Siah-1 displacement = Siah-1 peptide-binding antagonists, primary screen, biochemical, fluorescence polarization, rhodamine-plectin, uHTS (AID 1817); E3 ubiquitin-protein ligase SIAH1 (Homo sapiens); Siah-1 / rhodamine-plectin peptide fluorescence polarization; higher % means a stronger effect; displacement, % at 20 µM; hits with a dose series show IC50 in µM; 0.02% of 290,000 active;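 active means displacement of at least 50% at 20 µM, with a fluorescence ratio check between 0.3 and a set limit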;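 further: plate controls were Siah plus tracer with DMSO for no effect and tracer alone without Siah for full effect; strong numbers were not always called active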
# M1AAP inhibition = P. falciparum M1AAP inhibitors, biochemical, fluorogenic H-Leu-NHMec substrate, 1536-well (AID 1445) | Aminopeptidase N (Plasmodium falciparum (isolate 3D7)) | recombinant M1AAP, H-Leu-NHMec fluorogenic kinetic assay; higher % means a stronger effect | inhibition, % at 30 µM; hits with a dose series show IC50 in µM | 0.42% of 220,000 active;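 active means primary inhibition above the hit cutoff, then over 50% inhibition at one or more dose response concentrations, cut at about 23% in these data, passing the limit was not always enough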;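 further: plate controls were DMSO full reaction for no effect and no enzyme background for full effect; strong numbers were not always called active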
# AID2073 = inhibitors of Mint1-CaV2.2 protein interaction, biochemical, HTRF (AID 2073); Voltage-dependent N-type calcium channel subunit alpha-1B (Homo sapiens); HTRF protein-protein interaction, Mint1-CaV2.2; higher % means a stronger effect; inhibition, % at 20 µM, or IC50 in µM where a hit was titrated; 0.19% of 290,000 active; in the data active means inhibition mostly above about 51%, no sharp cut-off; further: some results filed as inactive read as strong as hits
# XIAP antagonists = XIAP antagonists, biochemical, IAP family, fluorescence polarization (AID 1018); XIAP BIR domain, fluorescence polarization peptide displacement; higher % means a stronger effect; displacement, % at 20 µM, or IC50 in µM where a hit was titrated; 0.007% of 200,000 active; in the data active means displacement above about 50%; further: a part of the inactive calls stands beside numbers as strong as those of hits
# ER stress rescue = rescue of cells from ER stress-induced death, primary screen, 384-well, CSM14.1, thapsigargin, ATP luminescence (AID 1222); CSM14.1 thapsigargin-induced death rescue, ATP luminescence; higher % means a stronger effect; 190,000 tested, under 10 active; cellular ATP content (survival), % at 20 µM, or EC50 in µM where a hit was titrated;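 active means EC50 below 50 µM in the dose-response confirmation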;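 further: death triggered by thapsigargin at about 15 µM added after 2 h compound pretreatment; cell ATP read after overnight thapsigargin exposure of roughly 18 to 22 hours; normalized against plate controls of thapsigargin alone and 5% DMSO vehicle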
# HEK293 NOD2/NF-kB = NOD2 signaling inhibitors, cell-based, luminescence, uHTS, HEK293 (AID 1566); HEK293 NOD2/NF-kB luciferase reporter, luminescence; higher % means a stronger effect; one-dose inhibition, % at 4 µM; EC50 in µM for titrated hits; 0.63% of 290,000 active; further: many of its hits are not listed in these tables
# Hep lipid drop = inhibitors of hepatocyte lipid droplet formation, primary screen, imaging, high-throughput imaging, BODIPY stain; AML12 mouse hepatocytes, oleate lipid droplets; inhibition, % at 6.5 µM; 0.4% of 240,000 active; AID 1656, 2009;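 active means lipid droplet intensity inhibited by at least 50%, with more than 500 cells counted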
#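 Assay system: AML12 mouse liver cells | Compound dosing: One dose, 6.5 µM compound | Read-out basis: Droplet intensity reduction, % inhibition | Measured by: Fluorescence imaging, 20x objective, two fields per well | Schedule: Overnight treatment with compound plus oleate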
# LYP inhibition = inhibitors of LYP phosphatase, biochemical, fluorescence intensity, uHTS (AID 1779); Tyrosine-protein phosphatase non-receptor type 22 (Homo sapiens); recombinant LYP phosphatase, fluorescence intensity; higher % means a stronger effect; one-dose inhibition, % at 11.5 µM; IC50 in µM for titrated hits; 0.054% of 290,000 active;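 further: plate controls were vehicle with enzyme for no effect and no enzyme for full effect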
# P. falciparum M17LAP = P. falciparum M17LAP inhibitors, primary screen, biochemical, fluorogenic H-Leu-NHMec substrate, 1536-well (AID 1619) | inhibition, % at 30 µM, or IC50 in µM where a hit was titrated | Leucine aminopeptidase (Plasmodium falciparum (isolate 3D7)) | recombinant M17LAP, H-Leu-NHMec fluorogenic kinetic assay; higher % means a stronger effect | 0.38% of 220,000 active;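 active means compound inhibiting the enzyme by more than half at any dose during confirmatory dose-response retesting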;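 further: plate controls were full reaction with DMSO carrier for no effect and no enzyme background for full effect; strong numbers were not always called active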
# Hep lipid drop cells 6.5 µM = second read-out of Hep lipid drop, no call of its own (marks repeat the call); cell count; measured here: cell count, cytotoxicity flag;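 cells counted across two imaged fields per well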
# An asterisk follows results filed as active; · = not tested or not shown. Unless noted, no stated cut-off is given here; in the data, active means inhibition above about 50%; inactive means the rest.
SMILES,Siah-1 displacement,M1AAP inhibition,AID2073,XIAP antagonists,ER stress rescue,HEK293 NOD2/NF-kB,Hep lipid drop,Hep lipid drop cells 6.5 µM,LYP inhibition,P. falciparum M17LAP
COc1ccc(C2CC(O)(c3ccccc3)Oc3c(C)ccc(C)c32)cc1 (stereo not drawn),-1%,-3%,-4%,·,·,3%,3,651,7%,-3%
Cc1cc2nnc(SCCCCN3C(=O)c4ccccc4C3=O)n2c2ccccc12,0%,0%,-2%,-7.5%,2.5%,17%,·,·,-3%,-4%
NC(=O)[C@H](Cc1cc2ccccc2s1)NC(=O)[C@@H]1CC2(CC(c3cccc(NC(=O)[C@@H]4CCC(=O)N4)c3)=NO2)CN1C(=O)/C=C/Sc1ccccc1 (stereo partly drawn),22%,12%,57%,-5.1%,1.1%,15%,26,720,2%,-7%
COc1cccc(OC)c1C(=O)OCC(=O)Nc1ccc(OC(F)(F)F)cc1,-1%,15%,1%,-7.9%,-0.1%,5%,3,774,-2%,-2%
O=C(COC(=O)COc1ccc(Br)cc1)Nc1cccnc1Cl,-1%,6%,-2%,-15%,-5.5%,13%,2,628,-5%,0%
COc1cc(OC)nc(NC(=O)COC(=O)c2cccc(Cl)c2)n1,-1%,0%,23%,-19%,-1.0%,-4%,-2,641,-1%,-8%
CCOC(=O)C1=C(O)CCn2c1nc1ccccc12,2%,1%,-6%,-2.3%,·,7%,-4,668,0%,8%
O=C(CNS(=O)(=O)c1ccccc1)Nc1ccc2c(c1)OCO2,4%,5%,17%,-3.1%,-0.6%,4%,7,667,-8%,5%
CN(C)CCCNc1nc2sc3c(c2c(=O)n1CCc1ccccc1)CCCCC3,-2%,7%,-9%,·,·,40%,7,705,-2%,7%
CCOc1cc2[nH]c(=O)n(CCCC(=O)N(C)Cc3ccccc3)c(=O)c2cc1OCC,0%,5%,-7%,-1.8%,-0.7%,7%,70*,697*,3%,-3%
O=C(CSc1nnc(NC(=O)c2ccccc2[N+](=O)[O-])s1)NCC1CCCO1 (stereo not drawn),-1%,·,-3%,·,·,15%,-6,696,-8%,·
O=C(CSc1nnc(-c2ccccc2)o1)NC1CCCCC1,2%,7%,-3%,-3.1%,-1.8%,1%,-12,736,-5%,1%
O=C(C1CCCCC1)N1CCN=C1SCc1cccc([N+](=O)[O-])c1,3%,1%,-6%,-3.6%,·,11%,9,691,-2%,-5%
CCN1CCN(CCOc2cccc(Oc3ccccc3)c2)CC1,8%,7%,-7%,-8.3%,-0.9%,-1%,2,598,-3%,3%
Cc1ccc(N=Nc2c(O)c3ccccc3[nH]c2=O)c(S(=O)(=O)N(C)C)c1,-1%,-7%,-4%,·,·,-72%,-15,638,-1%,5%
O=C(c1ccc(C#CC2(O)CCCCC2)cc1)N1CCN(C(c2ccccc2)c2ccccc2)CC1,0%,4%,7%,-13%,3.3%,34%,0,751,1%,-5%
O=C(Nc1ccc(S(=O)(=O)NCc2ccco2)cc1)C1CCCCC1,-8%,6%,4%,-1.8%,2.0%,19%,1,748,-10%,2%
COc1ccc(OCC(O)CN2CCNCC2)cc1 (stereo not drawn),6%,·,4%,·,·,-7%,·,·,-7%,·
CCCN(CCC)CCNC(=O)C1CCN(Cc2nc(-c3ccc(Cl)cc3)oc2C)CC1,0%,6%,2%,1.9%,-0.7%,17%,·,·,-6%,0%
CC(=O)c1cccc(NC(=O)c2ccccc2N(C)S(=O)(=O)c2ccc(C)cc2)c1,0%,·,8%,·,·,5%,-14,793,-7%,·
CCN(CC)CCN1C(=O)c2ccccc2NC1c1ccc(F)cc1 (stereo not drawn),0%,10%,24%,-24%,2.9%,-4%,·,·,-4%,-148%
Cc1csc(NC(=O)CSc2nnnn2C)n1,3%,0%,1%,-4.3%,-2.7%,-22%,4,747,-4%,0%
COc1cccc(OCCNCc2ccccc2)c1,4%,·,0%,·,·,-6%,-3,766,-5%,·
CS(=O)(=O)N1CCc2cc(C(=O)Nc3ccccc3Br)ccc21,0%,·,8%,·,·,-15%,-1,832,-5%,·
O=C(NCC1CCCO1)C1CCCN1C(=O)Nc1ccc(Cl)c(Cl)c1 (stereo not drawn),7%,5%,3%,-0.1%,-0.7%,22%,-6,741,-9%,-9%
COc1ccc2cc(-c3cc(C(=O)OCC(=O)NC4CCS(=O)(=O)C4)c4ccccc4n3)ccc2c1 (stereo not drawn),1%,19%,41%,-9.8%,-6.9%,-96%,4,670,-11%,-18%
O=C(Nc1ccc(F)cc1)Nc1ccccc1F,22%,2%,0%,-3.0%,-0.5%,-44%,-21,604,-9%,-1%
O=C(CN1C(=O)NC2(CCCC2)C1=O)Nc1cc(Cl)ccc1N1CCCCC1,2%,·,0%,·,·,-10%,2,675,-4%,·
COc1cc(/C=C/c2ccc3cccc([N+](=O)[O-])c3n2)ccc1OCC#N,11%,0%,21%,-6.1%,1.8%,16%,9,711,-3%,-5%
CCCCNC(=O)n1c(=O)oc2ccc(Cl)cc21,-3%,6%,7%,-4.3%,-2.9%,6%,·,·,-6%,5%
COc1ccc(C2=NOC(C(=O)Nc3cccnc3Cl)C2)cc1 (stereo not drawn),-8%,3%,15%,-3.1%,-0.4%,8%,-3,665,1%,-9%
O=C(NC(=S)NNC(=O)c1ccccc1O)c1cccc([N+](=O)[O-])c1,0%,·,-20%,·,·,26%,5,803,-8%,·
COc1ccccc1NC(=O)Nc1ccc(C(N)=O)cc1,-6%,2%,-8%,-12%,-1.5%,-1%,3,691,2%,-2%
COc1ccc(CCNC(=O)C2CC(c3cc(C(F)(F)F)cc(C(F)(F)F)c3)=NO2)cc1 (stereo not drawn),-3%,-6%,0%,·,·,2%,·,·,-2%,-2%
COc1ccc([C@@H]2[C@@H]3C(=O)N(C(C)(C)C)C(=O)[C@@H]3[C@]3(CC(C)C)C(=O)N(c4ccc(C(F)(F)F)cc4)C(=O)N23)cc1,2%,·,4%,·,·,0%,-28,798,0%,·
O=c1cc(CSc2nnc(COc3ccc(Cl)cc3)o2)c2ccccc2[nH]1,2%,-2%,-10%,-5.8%,-0.4%,17%,1,769,6%,12%
COc1ccc(N2CCN(C(=O)CCCCCn3c(=O)[nH]c4ccsc4c3=O)CC2)cc1,5%,6%,-9%,-0.1%,1.3%,11%,2,720,3%,19%
COC(=O)c1cc(NC(=O)CSc2ncn[nH]2)ccc1Cl,3%,·,9%,·,·,4%,1,806,-6%,·
CN(Cc1ccnc2ccccc12)C(=O)C1CCC(=O)N(Cc2ccccc2F)C1 (stereo not drawn),4%,·,-4%,·,·,5%,-15,709,1%,·
C=CCn1c(SCC(=O)NC)nc2sc3c(c2c1=O)CCC3,2%,15%,-8%,-20%,6.1%,-24%,-6,761,-1%,-4%

# For convenience, part of the list above:
SMILES,Siah-1 displacement,M1AAP inhibition,AID2073,XIAP antagonists,ER stress rescue,HEK293 NOD2/NF-kB,Hep lipid drop,Hep lipid drop cells 6.5 µM,LYP inhibition,P. falciparum M17LAP
COc1cc(/C=C/c2ccc3cccc([N+](=O)[O-])c3n2)ccc1OCC#N,11%,0%,21%,-6.1%,1.8%,16%,9,711,-3%,-5%
CCCCNC(=O)n1c(=O)oc2ccc(Cl)cc21,-3%,6%,7%,-4.3%,-2.9%,6%,·,·,-6%,5%
COc1ccc(C2=NOC(C(=O)Nc3cccnc3Cl)C2)cc1 (stereo not drawn),-8%,3%,15%,-3.1%,-0.4%,8%,-3,665,1%,-9%
O=C(NC(=S)NNC(=O)c1ccccc1O)c1cccc([N+](=O)[O-])c1,0%,·,-20%,·,·,26%,5,803,-8%,·
COc1ccccc1NC(=O)Nc1ccc(C(N)=O)cc1,-6%,2%,-8%,-12%,-1.5%,-1%,3,691,2%,-2%

# (listing goes on)
SMILES,Siah-1 displacement,M1AAP inhibition,AID2073,XIAP antagonists,ER stress rescue,HEK293 NOD2/NF-kB,Hep lipid drop,Hep lipid drop cells 6.5 µM,LYP inhibition,P. falciparum M17LAP
COCCCNc1nc2nonc2nc1NCCSC,4%,0%,12%,·,·,13%,-1,712,-1%,13%
CCC(Sc1nc2cc(OC)c(OC)cc2c(=O)n1CCc1ccc(S(N)(=O)=O)cc1)C(=O)NCCOC (stereo not drawn),5%,-3%,2%,3.6%,4.3%,-2%,8,777,1%,4%
Cc1ccc2oc(=O)cc(CN3CCCCC3)c2c1,0%,·,-2%,·,·,-8%,-3,835,-5%,·
O=C(O)COc1ccccc1/C=N/NC(=O)CSc1nc2ccccc2c(=O)n1-c1ccc(Cl)cc1,3%,12%,-6%,·,·,2%,-3,677,4%,-5%
CCOc1cccc(-c2c(C(=O)N/N=C/c3cccnc3)nnn2-c2nonc2N)c1,-4%,·,11%,·,·,13%,-1,705,-12%,·
O=C(NCCCCCCNC(=O)OC1CCS(=O)(=O)C1)OC1CCS(=O)(=O)C1 (stereo not drawn),-7%,1%,-2%,-5.7%,2.0%,-13%,3,799,-8%,4%
Cc1ccc(CNC(=O)CCc2c(C)nc3c(c(C)nn3-c3ccc(C)cc3)c2C)cc1,1%,6%,3%,-5.6%,-0.5%,9%,2,691,2%,-1%
O=C(Cn1cc2c(n1)CCCC2)NCc1cccc(Cl)c1,0%,1%,-1%,-3.3%,-2.1%,0%,14,572,-1%,3%
O=C(CCN1C(=O)c2ccccc2C1=O)NCc1ccncc1,-5%,-9%,33%,-7.7%,-0.3%,-16%,1,799,-4%,2%
CCOC(=O)c1cc(NC(=O)c2ccc(OC)cc2)c(=O)oc1-c1ccccc1,1%,2%,1%,-13%,0.9%,28%,·,·,7%,-7%
S=c1[nH]cc(-c2ccccc2)n1-c1ccccc1,-1%,7%,-17%,-2.1%,-1.4%,-22%,·,·,5%,12%
Cc1ccc(S(=O)(=O)NCc2ccccc2)cc1C(=O)NC1CCC(C)CC1 (stereo not drawn),11%,·,13%,·,·,-22%,-3,808,-9%,·
O=C1NN(c2ccc(Cl)c(Cl)c2)C(=O)/C1=C/c1ccc(-c2ccccc2C(=O)O)o1,18%,·,6%,·,·,-15%,21,854,-1%,·
COc1ccc(OC)c(-n2c(=S)[nH]c3c(sc(=S)n3-c3ccccc3C)c2=O)c1,1%,17%,7%,-0.9%,1.6%,8%,-5,718,6%,9%
CN(C(=O)CCc1nnc(-c2ccc(-c3ccccc3)cc2)o1)C1CCOCC1,0%,·,0%,·,·,14%,-12,819,-9%,·
O=C(NCc1cccnc1)c1ccc(S(=O)(=O)N2CCOCC2)cc1,2%,-8%,-4%,-3.4%,-1.2%,-11%,·,·,1%,10%

# From PubChem

# An excerpt (hit frequency here may not be typical).
